Screening results from PubChem BioAssay.
OPRM1-OPRD1 inv: inverse agonists of MOR-DOR heterodimerization, primary screen, cell-based, luminescence; Mu-type opioid receptor (Homo sapiens) + Delta-type opioid receptor (Homo sapiens), …; cell-based MOR-DOR heterodimer luminescence, inverse agonism; inhibition, % at 9.3 µM; 340,000 compounds, 0.21% hits; AID 504357, 2011; in the data active means inhibition above about 22%, passing the limit was not always enough;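 further: 0% = cells with DMSO and 100% = wells without cells with DMSO; values of inactives mirror those of a sister screen read the other way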
Target sequence (P35372 whole entry, looked up): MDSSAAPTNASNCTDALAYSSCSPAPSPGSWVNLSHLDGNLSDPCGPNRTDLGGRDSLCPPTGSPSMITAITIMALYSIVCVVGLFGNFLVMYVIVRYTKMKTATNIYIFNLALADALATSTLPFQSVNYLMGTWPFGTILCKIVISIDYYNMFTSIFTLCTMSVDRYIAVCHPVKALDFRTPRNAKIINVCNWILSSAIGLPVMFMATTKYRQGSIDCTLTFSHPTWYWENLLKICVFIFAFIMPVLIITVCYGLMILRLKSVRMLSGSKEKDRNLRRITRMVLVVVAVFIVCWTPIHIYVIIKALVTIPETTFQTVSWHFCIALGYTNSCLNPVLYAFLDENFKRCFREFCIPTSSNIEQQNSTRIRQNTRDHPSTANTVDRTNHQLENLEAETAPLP
Target sequence (P41143 whole entry, looked up): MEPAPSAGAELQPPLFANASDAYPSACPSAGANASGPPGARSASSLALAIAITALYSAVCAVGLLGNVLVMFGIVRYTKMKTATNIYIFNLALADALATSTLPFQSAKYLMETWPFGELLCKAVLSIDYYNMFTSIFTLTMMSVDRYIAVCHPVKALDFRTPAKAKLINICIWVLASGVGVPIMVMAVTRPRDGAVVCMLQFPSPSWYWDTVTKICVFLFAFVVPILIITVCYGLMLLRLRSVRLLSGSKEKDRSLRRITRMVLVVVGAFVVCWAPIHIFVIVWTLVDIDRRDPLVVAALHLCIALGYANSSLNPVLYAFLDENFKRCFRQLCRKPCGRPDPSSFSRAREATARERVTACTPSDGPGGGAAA
PKA-R2B activ: activators of PKA-R2B holoenzyme, primary screen, biochemical, fluorescence polarization, Cy5-IP20, human | cAMP-dependent protein kinase catalytic subunit beta (Homo sapiens) + cAMP-dependent … | PKA-R2B holoenzyme dissociation; R2B truncated from residue 108, S112A mutant; 0% DMSO only, 100% 113 µM cGMP | activation, % at 11.4 µM | 340,000 compounds, 0.079% hits | AID 504700, 2011;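 active means activation above a cutoff set at the mean over all compounds plus 3 SD, cut at about 18% in these data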;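 further: higher means more holoenzyme dissociation and a rise in polarization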
MOR-DOR ag: agonists of OPRM1-OPRD1 heterodimerization, primary screen, cell-based, luminescence; cells; 340,000 compounds, 0.3% hits; activation, % at 9.3 µM; Mu-type opioid receptor (Homo sapiens) + Delta-type opioid receptor (Homo sapiens), …; in the data active means activation above about 18%;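 further: 0% = vehicle-treated cells and 100% = reference agonist; values of inactives mirror those of a sister screen read the other way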
Tat export inh: E. coli Tat export inhibitors, primary screen, MC4100, TorA-mCherry reporter, fluorescence, single point; inhibition, % at 10 µM; 340,000 compounds, 0.036% hits;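 active means mean replicate inhibition at least 50% and at least half of replicates individually reaching 50%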;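 further: exported cargo escapes ClpAP degradation while cytoplasmic cargo is degraded and loses fluorescence; 0% = median of neutral control wells and 100% = median of NaSCN control wells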
Mot1-301 SUMO: yeast Mot1-301 growth rescue at high temperature, primary screen, SUMOylation pathway inhibitor project, S. cerevisiae, ATP luminescence, 38.5C; S. cerevisiae Mot1-301 growth rescue; percent above DMSO median, 100 means doubled; 320,000 compounds, 1% hits; growth rescue, % at 18.8 µM; AID 2716, 2010;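 active means every valid replicate shows activation above 250% relative to neutral control wells; inactive means the rest, any valid replicate at or below 250%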;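 further: OY570 slx delta 5 strain wells were the positive control but not used for scaling; some compounds called inactive have numbers as strong as hits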
E coli growth: E. coli V3065 growth inhibition, primary screen, counter-screen for AddAB inhibitor project, absorbance, OD600; 18 h; inhibition, % at 11.9 µM; 330,000 compounds, 0.27% hits; AID 449728, 2010;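 active means inhibition above the campaign's mean inhibition across all tested compounds plus 3 SD, cut at about 9.9% in these data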;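 further: uninfected addAB+ strain grown without phage in ampicillin broth; 0% = DMSO wells and 100% = ciprofloxacin 0.95 µg/ml wells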
AddAB inh: growth inhibition of E. coli expressing H. pylori AddAB, primary screen, AddAB inhibitor project, absorbance; inhibition, % at 11.9 µM; 330,000 compounds, 0.29% hits; AID 435030, 2010; in the data active means inhibition above about 12%;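 further: 0% = vehicle wells of infected cells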
PfHsp90 set2: growth inhibition of PfHsp90-expressing yeast, primary screen, antimalarial PfHsp90 inhibitor project, S. cerevisiae, BacTiter-Glo luminescence, single point, set 2; BacTiter-Glo ATP, 48 h; yeast lacking PDR1 and PDR3 efflux regulators; 310,000 compounds, 0.32% hits; inhibition, % at 9.4 µM;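 active means every replicate shows inhibition above about 80%, whatever the replicate mean, limit read from the data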;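 further: 0% = DMSO neutral controls and 100% = 20 µM radicicol positive controls; yeast relying on Plasmodium falciparum Hsp90 in place of its own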
phage Ecoli inh: growth loss of phage-infected E. coli, primary screen, RecBCD inhibitor project, absorbance, with phage, HTS. inhibition, % at 11.9 µM. 360,000 compounds, 0.26% hits; in the data active means inhibition above about 11%
HTR5A inv ag: HTR5A inverse agonists in luminescence cell assay, primary screen, counter-screen for OPRM1-OPRD1 heterodimer inverse agonist project, full-deck HTS | HTR5A cell line, inverse agonism | inhibition, % at 9.3 µM | 5-hydroxytryptamine receptor 5A (Homo sapiens), P47898 | 340,000 compounds, 0.083% hits; in the data active means inhibition mostly above about 23%, no sharp cut-off; inactive means mostly below about 18%;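 further: 0% = cells with DMSO and 100% = no-cell wells with DMSO; some compounds called inactive have numbers as strong as hits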
PKA-R1A activ: activators of PKA-R1A holoenzyme, primary screen, biochemical, fluorescence polarization, Cy5-IP20, bovine R1A, mouse PKAc. activation, % at 11.4 µM. 340,000 compounds, 0.083% hits. PKA-R1A dissociation; scaled: DMSO 0%, 113 µM cGMP 100%;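 active means percent activation above the mean of all tested compounds plus 3 SD, cut at about 19% in these data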;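 further: higher means more PKAc released from R1A so a rise in polarization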
Active calls of the source: *; / = no result given; & = joins results of further samples. Rows were taken by chance, and some 2.2% of all compounds hit somewhere here.

Each structure is followed by: OPRM1-OPRD1 inv	PKA-R2B activ	MOR-DOR ag	Tat export inh	Mot1-301 SUMO	E coli growth	AddAB inh	PfHsp90 set2	phage Ecoli inh	HTR5A inv ag	PKA-R1A activ
1	CC(C)C[C@H](NC(=O)N1CCn2c1nc1ccccc12)C(=O)N[C@@H](C(=O)O)c1ccccc1
    /	-1	/	3	381	0.2	5.0	16	2.1	/	3
2	Cc1cc(OCC(=O)NCc2cccnc2)ccc1[N+](=O)[O-]
    7	-1	-1.6	-1	5	-0.5	1.7	-7	2.9	-11	4
3	Cc1ccc(-c2nnc(SCc3ccccc3F)o2)cc1
    -19	-14	3.6	10	9	1.2	0.3	7	2.3	-1	-8
4	CNc1ncc(C(=O)c2ccccc2)s1
    10	6	-1.9	-6	-4	-1.2	0.0	-5	0.4	-1	3
5	C/C(CC(=O)Nc1cccc(Cl)c1Cl)=N\NC(=O)C(=O)N1CCCC1
    20	6	-3.8	2	0	0.2	-0.4	4	-0.4	5	2
6	C=CCN1C(=O)c2ccc(C(=O)N3CCN(S(=O)(=O)c4ccc(C(C)C)cc4)CC3)cc2C1=O
    -34	-4	6.6	5	10	-0.4	-1.4	-3	1.0	13	0
7	COc1ccc(-n2c(=O)c3ccccc3n(Cc3cccc(C)c3)c2=O)cc1OC
    17	-6	-3.1	0	/	-1.7	1.8	-11	0.7	-8	-15
8	O=C(c1cc(COc2ccc(F)cc2F)on1)N1CCN(C2CCCC2)C(=O)C1
    16	-1	-3.2	-3	15	0.5	-0.3	6	0.7	-23	6
9	O=C(Nc1cccnc1)c1c(F)cccc1F
    14	-12	-2.6	9	4	-2.0	0.9	-8	1.8	11	-1
10	COc1ccc(C(NC(N)=O)c2ccccc2)cc1 (stereo not drawn)
    3	-6	-0.6	8	10	-1.7	-0.9	0	-0.1	5	3
11	O=C(O)CC(NCc1ccco1)C(=O)OCC1CCCO1 (stereo not drawn)
    8	-6	-1.4	-7	-9	0.9	4.1	20	1.8	12	-9
12	CCOc1ccccc1CNC(=O)c1cn(C)c(=O)c2c1c1ccccc1n2C
    13	-6	-2.4	6	-9	0.6	-1.3	-10	-1.8	5	-7
13	COC(=O)c1ccc(SCc2cnc(Cl)s2)cc1
    5	2	-1.2	2	3	0.8	1.3	21	2.7	2	-8
14	Cc1cccc(N2C(=O)CN(Cc3ccccc3)C2=S)c1
    -1	2	0.2	6	-11	3.1	-0.2	-4	1.0	-1	-14
15	COc1cc(NS(=O)(=O)c2cc(NC(C)=O)ccc2OC)c(OC)cc1NC(=O)c1ccccc1
    -13	0	3.4	2	/	/	/	/	1.2	-23	5
16	O=C(Cc1ccccc1Cl)Nc1cccc(S(=O)(=O)N2CCOCC2)c1
    -1	-12	0.3	-7	-21	-0.5	2.2	5	2.1	6	0
17	CCn1cnc2cc(NCc3ccc(N(C)C)cc3)ccc21
    9	-1	-1.6	-1	-18	-0.7	-0.6	8	0.8	2	4
18	O=C(OCC(=O)N1CCN(c2ccccc2)CC1)c1ccc([N+](=O)[O-])s1
    -8	-3	2.2	-6	-15	1.4	0.0	17	3.8	13	-3
19	COc1ccc(CNC(=O)C2CCC(=O)N(CCCN3CCCC3=O)C2)c(OC)c1 (stereo not drawn)
    12	0	-2.2	-10	-1	-1.1	3.5	19	-1.6	-3	-11
20	COc1ccc(N(CC(=O)NC2CCS(=O)(=O)C2)S(=O)(=O)c2ccc(Cl)c(Cl)c2)cc1 (stereo not drawn)
    8	-5	-1.2	0	/	/	/	-3	-1.3	15	6
21	COc1ccc(NC(=O)CCN2CCN(S(=O)(=O)c3ccc(F)cc3)CC2)cc1
    19	-3	-3.7	-7	8	0.3	1.1	0	3.3	0	-5
22	Cc1c(CCC(=O)NCC(=O)O)c(=O)oc2cc3occ(-c4ccccc4)c3cc12
    -9	-9	1.9	-3	75	/	/	-57	1.7	-4	-10
23	O=C(COc1ccccc1Cl)Nc1ccc(C(=O)c2ccc(C(=O)O)cc2)cc1
    20	-15	-4.2	7	8	-4.1	-0.9	-21	2.0	2	-1
24	CN(C)C(=O)CSc1nc2cc(S(=O)(=O)N3CCOCC3)ccc2o1
    4	7	-0.8	-1	-15	-3.2	-0.2	-18	0.4	18	-2
25	Cc1ccc(NC(=O)CSCc2nc3c(nnn3Cc3ccc(F)cc3)c(=O)[nH]2)c(C)c1
    -4	2	0.8	-3	/	-1.3	-1.6	-24	1.6	-4	-6
26	Cc1ccc(C(=O)Nc2cccc([N+](=O)[O-])c2)cc1S(=O)(=O)Nc1ccc(C(=O)O)cc1
    0	-8	0.0	-7	37	0.9	2.1	-17	4.5	4	-5
27	CC(=O)Nc1ccc(S(=O)(=O)NC2=NCN(c3ccc([N+](=O)[O-])cc3)CN2)cc1
    -3	2	0.8	-1	-12	0.4	2.0	0	-2.0	6	-2
28	COc1ccc(/C=C2\C(=O)ON=C2c2ccccc2)cc1OC
    -8	2	1.7	0	-11	-1.6	2.7	-18	1.6	9	0
29	Cc1ccnc(SCC(=O)Nc2cc(C)on2)n1
    4	1	-0.7	16	-2	0.3	0.2	23	0.6	-5	-1
30	O=C(CCS(=O)(=O)c1cccc2nonc12)NCc1ccc(Cl)cc1
    13	-1	-2.7	-5	-11	-1.9	3.2	-5	-0.3	10	8
31	N#Cc1cccc(C#N)c1NCC1CCCO1 (stereo not drawn)
    6	9	-1.2	-2	90	2.1	2.0	36	-0.1	-13	6
32	O=C(COC(=O)CCc1ccc(S(=O)(=O)N2CCOCC2)cc1)Nc1cccc(Cl)c1
    5	-10	-0.9	3	5	1.4	0.6	-9	2.7	18	-9
33	CCCCCCSc1ccc(-c2nc3ccc(Cl)cn3c2NCCCC)cc1OC
    -13	2	2.3	-4	/	-0.3	2.8	/	3.2&6.3	-18	6
34	Cc1ccc(CNC(=O)CO/N=C/c2ccc3c(c2)OCO3)cc1
    2	4	-0.2	-2	1	-0.3	1.9	10	3.1	2	2
35	Cc1cc([N+](=O)[O-])cc2c1NC(c1ccccn1)C1CC=CC21 (stereo not drawn)
    -7	-13	1.4	2	-6	-1.1	-0.8	-5	2.5	-5	-5
36	CCOC(=O)c1c(NC(=O)CSc2nnc(-c3cccnc3)n2Cc2ccco2)sc(C)c1C
    10	-8	-1.8	-5	-6	-1.8	-0.4	-5	0.6	-7	3
37	COc1cccc(/C=N/NC(=O)CSc2nnc(C)n2-c2ccccc2)c1O
    0	1	0.0	-8	/	-0.8	1.9	3	3.6	-9	-7
38	O=[N+]([O-])c1ccccc1CN1CCN(Cc2ccccn2)CC1
    7	9	-1.2	-4	-24	-0.5	-0.1	-15	-0.6	5	-5
39	N#Cc1ccc(OCC(=O)NC2CCCCCC2)cc1
    19	-1	-3.7	-4	-23	-2.5	-2.5	0	2.5	1	1
40	CCOC(=O)Nc1sc(C(=O)N(C)C)c(C)c1C(=O)OCC
    -8	8	1.4	-12	-12	1.5	-0.1	2	2.4	-21	-1
41	CCOc1ccccc1CNC(=O)CN1C(=O)CSc2ccc(S(=O)(=O)N3CCOCC3)cc21
    14	3	-2.6	-14	-4	1.1	0.5	18	4.3	-13	0
42	O=C(CN1C(=O)NC2(CCc3ccccc3C2)C1=O)Nc1ccc(Cl)cc1F (stereo not drawn)
    1	9	-0.1	-5	11	3.0	1.0	-3	3.4	1	-10
43	COc1ccc(C(C)=O)cc1COc1ccc(F)cc1
    4	-7	-0.8	0	-2	5.3	8.2	3	2.2	-13	-15
44	Cc1csc(-c2cccnc2)n1
    11	12	-2.1	4	-4	1.0	3.2	/	0.9	-9	-1
45	CCN(CC)CCn1c(NS(=O)(=O)c2ccc(Cl)cc2)nc2ccccc21
    /	3	/	-3	29	-0.9	-2.1	-13	-0.5	/	12

Single entries from the results shown:
cpd 44 | Mot1-301 SUMO: -4
cpd 20 | phage Ecoli inh: -1.3

(list continues)
Each structure is followed by: OPRM1-OPRD1 inv	PKA-R2B activ	MOR-DOR ag	Tat export inh	Mot1-301 SUMO	E coli growth	AddAB inh	PfHsp90 set2	phage Ecoli inh	HTR5A inv ag	PKA-R1A activ
46	O=C(CSc1nc2ccccc2o1)c1ccc2c(c1)OCCO2
    -4	-7	0.8	5	6	1.1	2.2	-2	2.3	22	-17
47	CN(C(=O)CN1CCN(c2ccccc2F)CC1)C1CCCc2ccccc21 (stereo not drawn)
    -1	-9	0.1	-6	-21	0.3	2.9	-48	1.5	-4	-3
48	CC(C)NS(=O)(=O)c1ccc(OCC(=O)NCc2cccnc2)cc1
    2	-2	-0.4	-3	8	-2.0	0.1	-9	1.9	16	-11
49	CCC1(c2ccccc2)SCC(c2ccccc2)=NC1=O (stereo not drawn)
    -35	-4	6.6	3	/	/	/	/	2.6	-25	0
50	CC(C)CCNC(=O)c1csc2c1CCCCC2
    6	1	-1.2	0	20	0.9	-0.1	15	6.0	5	4
